# HSP90 inh: blocks HSP90-mediated luciferase refolding in reticulocyte lysate; 290,000 compounds, 0.91% hits; Rabbit reticulocyte lysate, luciferase refolding luminescence, 3 h; inhibition, % at 5.6 µM;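 active = inhibition above the screen-wide mean plus 3 SD, computed separately per campaign, cut at about 16% in these data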;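 also: 0% = DMSO wells and 100% = 60 µM geldanamycin wells; inhibitors lower the luminescence because luciferase stays unfolded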
# GSK3A inh: human GSK-3 alpha kinase inhibition; P49840; inhibition, % at 10 µM; ADP-Glo luminescence, 60 min; 320,000 compounds, 0.1% hits;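 in the data active = inhibition above about 50%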;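 also: GST-tagged GSK-3 alpha with peptide substrate and 25 µM ATP; 0% = DMSO neutral wells and 100% = GW8510 positive control wells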
# Target sequence (P49840 whole entry, looked up): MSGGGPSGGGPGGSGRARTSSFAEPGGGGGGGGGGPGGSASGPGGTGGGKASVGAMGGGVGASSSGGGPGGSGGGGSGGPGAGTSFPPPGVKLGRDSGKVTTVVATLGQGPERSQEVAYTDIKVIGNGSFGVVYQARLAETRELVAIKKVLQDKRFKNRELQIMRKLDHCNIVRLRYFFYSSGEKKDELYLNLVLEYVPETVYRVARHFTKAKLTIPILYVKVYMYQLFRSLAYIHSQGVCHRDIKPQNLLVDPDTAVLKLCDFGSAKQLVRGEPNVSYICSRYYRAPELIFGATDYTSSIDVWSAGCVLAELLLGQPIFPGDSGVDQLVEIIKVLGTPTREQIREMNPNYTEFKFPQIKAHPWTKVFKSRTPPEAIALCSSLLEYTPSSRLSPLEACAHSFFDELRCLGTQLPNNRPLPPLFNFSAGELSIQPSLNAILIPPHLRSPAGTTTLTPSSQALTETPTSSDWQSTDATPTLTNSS
# KLF5 inh: suppresses KLF5 promoter-driven expression | inhibition, % at 5 µM | DLD-1 KLF5 promoter-luciferase reporter, luminescence | 290,000 compounds, 0.23% hits;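 active = inhibition above a per-plate limit of that plate's mean compound inhibition plus 3 SD, cut at about 60% in these data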;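 also: 0% = DMSO wells and 100% = LY294002 at 200 µM; higher means less KLF5 promoter-driven luciferase light; inactives centre near -14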
# HSF1 inhib: HSF1 inhibition | 300,000 compounds, 0.77% hits | activity change, negative = inhibition, % at 7.5 µM (by protocol) | NIH3T3-HGL HSE-luciferase, MG132-induced, luminescence 8 h; hits give low values;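 active = more than half of replicate wells show activity change below -50%, luminescence cut by over half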;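 also: luciferase reports HSF-1 transcriptional activity via heat shock element; 0% = median of DMSO wells and -100% = zero luminescence signal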
# Dyrk1A ADPGlo: Dyrk1A (rat) kinase inhibition | inhibition, % at 12.5 µM | Q63470 | 310,000 compounds, 0.43% hits | ADP-Glo luminescence, NFATc1 peptide; in the data active = inhibition above about 50%;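 also: plate controls were vehicle with enzyme for no effect and no enzyme for full effect; many of its hits are not listed in these tables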
# aSyn UTR inh: 5' untranslated region of α-synuclein, MLPCN primary screen. alpha-synuclein 5'UTR reporter, inhibitor activity. inhibition, % (tested at 7.5 µM). 300,000 compounds, 0.82% hits. AID 1813; in the data active = inhibition above about 60%;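 also: H4 neuroglioblastoma cells stably carrying SNCA 5'UTR luciferase fusion; 0% = DMSO wells and 100% = positive control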
# Platelet DG rel: platelet dense granule release activity; human platelet-rich plasma, SFLLRN dense granule ATP release, luminescence; inhibition, %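 (compounds screened at 7.5 µM in platelet-rich plasma)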; 300,000 compounds, 0.22% hits; AID 1663;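 active = mean replicate score, as percent of positive control, at or above 50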
# HSF-1 act: increases HSF-1 driven luciferase reporter signal | activation, % at 9 µM | NIH3T3-HGL HSF-1 luciferase reporter, MG132, 8 h; 100% = twice DMSO control signal | 300,000 compounds, 1.7% hits;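 active = mean replicate activation of at least 50% with a set share of replicates each reaching 50%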;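 also: 0% = median of the neutral control wells and 100% = twice that signal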
# IEC-6 cytotox: IEC-6 cytotoxicity, counter-screen for KLF5 inhibitors | inhibition, % at 5 µM | AID 1825 | 290,000 compounds, 0.78% hits | luminescence viability; in the data active = inhibition above about 22%;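 also: 0% = plate median of test compound wells and 100% = cytotoxic reference compound wells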
# GSK3B inh: inhibitors of human GSK3beta kinase. P49841. GST-GSK3beta kinase, ADP-Glo luminescence, 60 min; hits give low values. activity score (negative = inhibition), % at 10 µM. 300,000 compounds, 0.038% hits;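 active = more than half of replicate wells score below -50%, meaning over 50% inhibition versus plate controls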;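 also: 0% = median DMSO wells and -100% = median GW8510 positive control wells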
# Target sequence (P49841 whole entry, looked up): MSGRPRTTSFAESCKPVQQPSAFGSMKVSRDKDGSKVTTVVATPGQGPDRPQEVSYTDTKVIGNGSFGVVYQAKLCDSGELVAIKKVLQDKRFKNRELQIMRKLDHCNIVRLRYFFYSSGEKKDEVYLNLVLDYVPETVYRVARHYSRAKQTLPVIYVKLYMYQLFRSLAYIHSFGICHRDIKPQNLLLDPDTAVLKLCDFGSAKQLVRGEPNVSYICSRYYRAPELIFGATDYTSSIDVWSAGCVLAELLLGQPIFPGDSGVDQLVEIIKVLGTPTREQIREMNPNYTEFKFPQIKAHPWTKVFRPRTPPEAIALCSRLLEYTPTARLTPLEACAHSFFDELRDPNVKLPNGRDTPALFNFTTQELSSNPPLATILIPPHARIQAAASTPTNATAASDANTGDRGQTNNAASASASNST
#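 Test system: GST-fused GSK3beta enzyme, cell-free | Quantity: 1.6 ng GST-GSK3beta enzyme per well | Reagent: 25 µM ATP with peptide substrate | Schedule: 60 min enzyme reaction, room temperature | Signal: Luminescent ADP-Glo measurement of ADP formed | Read-out basis: Score relative to plate controls | Control set: DMSO and 20 µM GW8510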
# * hit, by the source's call; . = no result given.
SMILES,HSP90 inh,GSK3A inh,KLF5 inh,HSF1 inhib,Dyrk1A ADPGlo,aSyn UTR inh,Platelet DG rel,HSF-1 act,IEC-6 cytotox,GSK3B inh
CC1(C)SCC(C(=O)O)NC1=O (stereo not drawn),0,0,-16,-7,-4,15,-1,-3,-1,-1
C/C(=N\NC(=O)C1CC1)c1cccs1,4,0,-20,-4,-3,-23,6,3,10,-1
O=c1[nH]c(CN2CCN(S(=O)(=O)c3ccc(Cl)cc3)CC2)nc2cc(Cl)ccc12,-2,0,-14,7,-2,6,2,-6,5,1
CCC(=O)c1ccc(N2CCN(C(=O)c3ccc(Br)cc3)CC2)c(F)c1,-2,1,-11,-6,-2,2,5,-11,0,0
CC(C)CCNC(=O)CCCCn1c(=O)[nH]c2ccsc2c1=O,-1,0,2,1,-8,-21,9,-10,-6,2
Cc1cccc(-c2nnc(NC(=O)c3ccc(N4C(=O)CCC4=O)cc3)s2)c1,-1,0,-13,-2,0,8,5,2,-6,2
CCOc1ccc(N(CC(=O)NC2CCCCCC2)S(=O)(=O)c2c(C)noc2C)cc1,1,5,-19,5,-8,-2,1,3,1,-3
CCS(=O)(=O)c1ccc(-c2csc(-c3ccccc3Cl)n2)c(Cl)c1Cl,0,-3,-1,6,1,-60,10,17,-3,3
O=C(O)c1ccccc1C(=O)Nc1ccc(Br)c(C(F)(F)F)c1,3,-4,4,3,4,-10,-7,5,6,-4
CC1(C)CC(=O)c2sc(N3CCCCC3)nc2C1,0,3,-116,26,3,-91,6,25,1,-1
CCC(=O)Nc1cc(C)c(NC(=O)CCc2ccccc2)cn1,-1,0,-13,3,16,-5,1,-1,-3,-2
Cc1ccc(N2C(=O)C3NN=C(C(=O)OCc4ccccc4)C3C2=O)cc1 (stereo not drawn),-2,-6,20,22,12,-7,-12,17,-2,-3
COc1ccc([N+](=O)[O-])cc1NC(=O)C1(c2ccc(OC)c(OC)c2)CCOCC1,-2,1,-25,-4,4,25,2,9,0,2
Cc1cccc2c(C(=O)O)c3c(nc12)CCCCC3,0,-6,-11,-2,-6,5,0,-3,-9,-5
C=CCOC(=O)C1=C(C)NC(SCC(=O)Nc2nccs2)=C(C#N)C1c1cccs1 (stereo not drawn),7,-5,17,-2,1,14,0,-2,12,0
Cc1cc(C)n(CC(=O)NC2CCCCC2C)c(=O)c1C#N (stereo not drawn),.,-1,.,-5,3,-3,-7,-5,.,-1
O=C(NC1CC1)C1CCN(C2CCN(C(=O)c3ccc(C(F)(F)F)cc3)CC2)CC1,-1,0,-28,4,.,20,-6,15,2,1
CC1CC(C)CN(C(=O)CCNS(=O)(=O)c2ccc3c(c2)CCC(=O)N3)C1 (stereo not drawn),-1,-1,-12,1,-5,21,6,9,-1,3
CSc1ccccc1NC(=S)NC1CCCC1,-3,-1,-16,0,-1,11,3,22,-3,2
CC1CCN(CCC(=O)Nc2ccccc2)CC1,2,-5,18,4,-3,5,-1,5,-4,2
COCCNC(=O)c1cc2nc(-c3ccccc3)cc(C)n2n1,4,0,-7,-11,-6,14,-7,-17,5,-6
CC(C)c1ccc(S(=O)(=O)NC2CCS(=O)(=O)C2)cc1 (stereo not drawn),.,-1,.,-6,-1,0,-5,-11,.,-1
O=C(Nc1ccccc1)Nc1cccc2cccnc12,-3,0,-33,25,25,-178,8,41,8,-2
Cc1ccc2nc(NC(=O)C3CCN(S(=O)(=O)c4cnc[nH]4)CC3)sc2c1,1,-2,4,-9,48,-78,-8,4,-4,-3
COc1ccc(-c2nnc(NC(=O)CSc3ccccc3)s2)cc1OC,-2,0,-13,-7,4,17,28,4,0,-5
COC(=O)c1c(CCl)noc1C(=O)NC(C)C,0,9,-19,1,2,14,-7,1,3,-2
CCCCCC(=O)N1CC2(CC(c3cccc(NC(=O)[C@@H]4CCC(=O)N4)c3)=NO2)C[C@@H]1C(N)=O (stereo partly drawn),.,-1,.,-5,3,17,0,-23,.,-5
C/C(CC1CC2=C(CC1(C)C)C(C)(C)CCC2)=N\NC(N)=S (stereo not drawn),6,-1,12,-6,4,0,2,0,3,-1
O=C(c1cncc(Br)c1)N1CCN(S(=O)(=O)c2ccc(Cl)cc2)CC1,-3,0,24,-5,-4,5,-4,-5,-8,-7
CCN=C1SC(C(=O)Nc2cccc(Br)c2)CC(=O)N1CC (stereo not drawn),-6,1,-38,1,.,5,21,4,0,-1
COC(=O)C(C)Oc1ccc2c(-c3cccc([N+](=O)[O-])c3)cc(=O)oc2c1 (stereo not drawn),-2,5,-16,-2,7,10,-3,-10,0,2
COC(=O)CCC(=O)NC1CC(C)(C)Cc2c1cnn2-c1ccccc1 (stereo not drawn),0,12,-27,-4,-9,12,-10,8,-1,-3
CCc1nc(SCC(=O)Nc2ccc(N(C)C)cc2)n[nH]1,.,-2,.,-6,10,-3,0,-5,.,2
CN(C)/C=C/C(=O)c1ccc2noc(-c3cccc(F)c3)c2c1,2,3,-12,-8,19,-27,-1,0,-9,4
O=C(NCCCN1CCCC1=O)c1ccc(Cl)c(Cl)c1,-3,.,-2,-2,.,-18,10,4,-4,.
CCCCC(O)(CCCC)C(=O)NN(C(=O)OC)c1ccc(C)cc1,-1,0,5,23,0,-15,5,10,-2,2
Cc1cc(C)cc(NC(=O)C(Sc2ncnc3ccccc23)c2ccccc2)c1 (stereo not drawn),2,1,-25,11,0,-6,11,6,10,4
Cc1cc([N+](=O)[O-])ccc1NC(=O)C(C)NC1CCCCC1 (stereo not drawn),8,-2,-1,-3,-2,6,0,-6,-2,-1
O=C1NC2(CCCCCC2)C(=O)N1Cc1ccccc1Cl,14,3,-12,3,0,10,-3,1,-7,-2
Cc1ccc(S(=O)(=O)N2CCCC2C(=O)Nc2nccs2)cc1 (stereo not drawn),-1,-1,-23,0,4,2,0,2,-2,-3
CC(Oc1ccc2c3c(c(=O)oc2c1)CCC3)C(=O)NCc1cccnc1 (stereo not drawn),5,-1,-15,7,-6,-18,-5,13,-5,-7
CCn1ccc(C(=O)Nc2ccccc2Cl)n1,3,-2,-255,36,0,-96,4,45,1,-3
O=C(c1cc2nc(-c3ccccc3)cc(C(F)(F)F)n2n1)N1CCN2CCCC2C1 (stereo not drawn),-2,1,-16,-2,2,10,2,23,0,1
N#Cc1cccnc1N1CCN(C(=O)c2ccco2)CC1,5,-2,18,-7,-3,10,-2,-20,-2,-2
CC(C)(C)c1csc(N/N=C/c2ccc(O)cc2)n1,-3,-1,-17,16,.,-165,2,44,-2,2
Cc1ccc(C2Nc3ccccc3C(=O)N2Cc2ccco2)cc1 (stereo not drawn),-2,0,-69,22,-6,-9,5,43,4,0
CCOc1ccccc1OCCn1ncc2ccc(OC)c(OC)c2c1=O,-1,-7,-14,5,-6,-15,-3,-9,1,-2
CC1(c2ccccc2Cl)NC(=O)N(CC(=O)Nc2ccc(N3CCCCC3)cc2)C1=O (stereo not drawn),.,0,.,2,-5,-18,-36,9,.,-2
O=[N+]([O-])c1cccc(Cl)c1NCCNS(=O)(=O)c1ccccc1,0,2,-19,2,27,3,.,-3,-1,-1
COc1cc(C)c(CN2CCN(c3ncccn3)CC2)cc1C,.,-4,.,-1,.,-29,-5,10,.,0

# Following part.
SMILES,HSP90 inh,GSK3A inh,KLF5 inh,HSF1 inhib,Dyrk1A ADPGlo,aSyn UTR inh,Platelet DG rel,HSF-1 act,IEC-6 cytotox,GSK3B inh
C/C(=C/c1ccccc1)C(=O)N1CC(C)OC(C)C1 (stereo not drawn),0,.,-6,-7,3,6,8,-6,1,-2
CCc1c(C)nc2c(OC)cccc2c1Cl,4,-3,-37,15,1,-39,-1,12,2,2
Cc1c(C(=O)N2CCN(c3ccccn3)CC2)cccc1[N+](=O)[O-],8,-1,11,-2,.,5,1,-23,1,1
COc1ccc2cc(-c3cc(C(=O)O)c4ccccc4n3)ccc2c1,28*,0,41,0,3,78*,30,26,3,0
COC(=O)c1sc(NC(C)=O)c(C(=O)OC)c1C,-4,-7,-1,-3,-26,-12,-6,15,-2,-4
CCOC(=O)c1cnn(-c2ccc(NS(=O)(=O)c3ccc(Cl)cc3)cc2)c1C(F)(F)F,-1,-2,0,-7,-1,-10,1,9,-3,4
COCCNc1c([N+](=O)[O-])c(=O)n(-c2ccccc2)c2ccccc12,1,0,-2,21,3,-5,-8,69*,-3,-2
O=C(CSc1nnc(CNc2ccc(Cl)cc2)o1)Nc1nc2c(s1)CCCC2,-1,-5,7,8,-8,-14,-3,8,-8,1
Oc1ccc(/C=N/Nc2ccc(Cl)nn2)cc1O,-5,2,-140,1,6,-134,-2,32,5,0
C=CCSc1nc2c(c(=O)[nH]1)C(C(C)C)C(C#N)=C(N)O2 (stereo not drawn),2,-3,-20,-3,0,-1,5,4,-2,2

# Single records (already shown). Screens in order: HSP90 inh | GSK3A inh | KLF5 inh | HSF1 inhib | Dyrk1A ADPGlo | aSyn UTR inh | Platelet DG rel | HSF-1 act | IEC-6 cytotox | GSK3B inh
# Cc1c(C(=O)N2CCN(c3ccccn3)CC2)cccc1[N+](=O)[O-] in the list: 8 | -1 | 11 | -2 | . | 5 | 1 | -23 | 1 | 1
# O=C(CSc1nnc(CNc2ccc(Cl)cc2)o1)Nc1nc2c(s1)CCCC2 in the list: -1 | -5 | 7 | 8 | -8 | -14 | -3 | 8 | -8 | 1
# COc1ccc2cc(-c3cc(C(=O)O)c4ccccc4n3)ccc2c1 in the list: 28* | 0 | 41 | 0 | 3 | 78* | 30 | 26 | 3 | 0

# Additional entries:
SMILES,HSP90 inh,GSK3A inh,KLF5 inh,HSF1 inhib,Dyrk1A ADPGlo,aSyn UTR inh,Platelet DG rel,HSF-1 act,IEC-6 cytotox,GSK3B inh
O=C(COC(=O)c1nn(-c2ccccc2)c(=O)c2ccccc12)NC1CCS(=O)(=O)C1 (stereo not drawn),1,0,7,4,-1,-15,1,0,3,1
CC(C)[n+]1ccn(C2=C([O-])c3ccccc3C(=O)/C2=N\S(=O)(=O)c2ccccc2)c1,0,-2,-11,5,.,32,-11,17,0,-1
CC(=O)Nc1ccc(S(=O)(=O)NNC(=O)c2ccc(S(=O)(=O)N3CCCCC3)cc2)cc1,1,14,0,-1,0,-2,6,-8,-2,-1
CON(C)c1nc(NCC(C)C)nc(OCC#N)n1,-6,-2,-28,-2,5,16,-1,-7,-3,3
O=c1cc(N2CCCCCC2)[nH]c(=O)n1-c1ccc(Cl)cc1,7,-2,-47,6,0,-56,5,13,-6,-2
COC(=O)C1=C(CCc2ccccc2)NC(=O)NC1c1ccc([N+](=O)[O-])cc1 (stereo not drawn),.,0,.,8,7,26,2,24,.,0
Cc1n[nH]c(=O)c2c(NC(=O)CSc3nc4ccccc4c(=O)n3-c3ccc(OC(F)F)cc3)oc(C)c12,.,0,.,-2,-3,-39,0,3,.,.
O=C1CCN(Cc2ccccc2)CCN1[C@H](COc1ccccc1)Cc1ccccc1,-1,0,-7,2,-2,-3,2,1,-5,-12
CC(C)CN(C(=O)COC(=O)CNC(=O)c1ccccc1F)c1c(N)n(Cc2ccccc2)c(=O)[nH]c1=O,.,7,.,-4,-3,14,0,-7,.,1
O=c1[nH]c(CN2CCN(Cc3ccccc3)CC2)nc2scc(-c3ccccc3)c12,4,0,-17,1,3,-8,6,-4,10,3
N#C/C(=C\c1cn[nH]c1-c1ccc(Cl)cc1)C(=O)NC1CC1,-3,6,-38,6,.,7,8,-7,1,3
Cc1cccc(C(=O)OCC(=O)N2CCc3ccccc3C2)c1O,.,-1,.,-64,-4,.,.,-64,.,.

# Screening results (PubChem BioAssay)

# Only part of the results is shown, so the mix of outcomes need not match the whole.
